Screening data from PubChem BioAssay.
Mcl1-Bid inh: Mcl-1/Bid interaction inhibition; Q07820; TR-FRET Mcl-1/Bid-Dy647 peptide binding, 1536-well; inhibition, % at 21.7 µM; actives 0.97% (n = 220,000); AID 1021;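 active means compounds that cut the binding signal by more than half at the single screening dose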;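 further: His-tagged Mcl-1 with europium anti-His antibody binding Bid BH3 peptide; 0% = Mcl-1 plus peptide wells and 100% = peptide-only wells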
Target sequence (Q07820 whole entry, looked up): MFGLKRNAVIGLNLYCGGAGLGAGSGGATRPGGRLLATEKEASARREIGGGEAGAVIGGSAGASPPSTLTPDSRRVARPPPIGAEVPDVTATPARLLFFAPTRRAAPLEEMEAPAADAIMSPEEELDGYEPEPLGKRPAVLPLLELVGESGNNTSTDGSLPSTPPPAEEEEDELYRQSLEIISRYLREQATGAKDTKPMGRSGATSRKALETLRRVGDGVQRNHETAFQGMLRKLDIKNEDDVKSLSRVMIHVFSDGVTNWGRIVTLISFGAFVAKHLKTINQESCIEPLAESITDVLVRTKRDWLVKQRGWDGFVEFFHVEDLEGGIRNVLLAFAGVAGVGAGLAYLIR
RGS8-Gao: regulators of human RGS8-Galphao interaction; P09471; multiplexed bead flow cytometry, RGS8-Galphao binding; actives lie on both sides; response (percent of control binding), % at 10 µM; actives 0.34% (n = 220,000); in the data active means response below about 60% or above about 140%; inactive means in between;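 further: Galphao activated as the GDP aluminium fluoride complex binding bead-coupled RGS8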
Target sequence (P09471 whole entry, looked up): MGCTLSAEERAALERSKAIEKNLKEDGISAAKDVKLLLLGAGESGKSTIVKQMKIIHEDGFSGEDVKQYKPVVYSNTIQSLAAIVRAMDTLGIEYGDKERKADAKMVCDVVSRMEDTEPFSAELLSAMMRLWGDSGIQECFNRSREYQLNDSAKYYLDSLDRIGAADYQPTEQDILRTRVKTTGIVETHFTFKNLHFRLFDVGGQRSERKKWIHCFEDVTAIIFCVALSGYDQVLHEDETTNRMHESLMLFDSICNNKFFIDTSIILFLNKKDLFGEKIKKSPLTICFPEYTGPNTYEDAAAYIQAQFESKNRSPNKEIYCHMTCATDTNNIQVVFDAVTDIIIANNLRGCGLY
Rab7 wt GTP bind: alters GTP binding to wildtype dog Rab7. AID 758. GTP binding activity (percent of control), % at 10 µM. GST-Rab7 beads, fluorescent GTP binding, flow cytometry; actives lie on both sides; untreated = 100%, excess cold GTP = 0%. actives 0.055% (n = 190,000);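 active means fluorescent GTP binding to Rab7 beads changed by at least 20 points from the 100% baseline, either direction, mostly lower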;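 further: median green fluorescence of bound Bodipy-FL-GTP per Rab7 bead population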
Bim-Mcl-1: inhibitors of Bim-Mcl-1 interaction, human. Q07820. Bead-based flow cytometry, Bim peptide-Mcl-1 binding. inhibition, % at 10 µM. actives 0.1% (n = 190,000). AID 1009; in the data active means inhibition above about 40%;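 further: 0% = no compound tracer wells and 100% = peptide blocker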
Cdc42 wt GTP: modulators (inhibitors or activators) of GTP binding to human Cdc42 wildtype; P60953; GST-Cdc42 beads, Bodipy-GTP binding, flow cytometry; actives lie on both sides; percent activity (GTP binding), % at 10 µM; actives 0.2% (n = 190,000); AID 761;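 active means percent activity GTP binding at least 20 points away from the 100% baseline, either down as inhibitor or up as activator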;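 further: median bead fluorescence of bound Bodipy-FL-GTP at 100 nM; 0% = excess unlabeled GTP control and 100% = no compound control; below 100% means less GTP binding so inhibitor and above means activator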
Target sequence (P60953 whole entry, looked up): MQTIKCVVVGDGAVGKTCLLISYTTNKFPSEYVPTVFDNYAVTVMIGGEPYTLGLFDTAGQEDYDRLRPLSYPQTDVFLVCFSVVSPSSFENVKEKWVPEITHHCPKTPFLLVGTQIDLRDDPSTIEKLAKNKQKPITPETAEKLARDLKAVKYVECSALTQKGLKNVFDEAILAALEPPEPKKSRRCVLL
Rac1 wt GTP bind: modulators of human Rac1 wildtype GTP binding; P63000; GST-Rac1 beads, fluorescent GTP binding, flow cytometry; actives lie on both sides; 0 = cold GTP competed, 100 = untreated; GTP binding activity (% of control), % at 10 µM; actives 0.27% (n = 190,000); AID 757;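 active means GTP binding activity at least 20 points away from the 100% control level, either lower or higher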
Mcl1 Noxa PPI: disrupts binding of human Mcl-1 to Noxa peptide. Q07820. TR-FRET Mcl-1/Noxa peptide binding, 2 h. AID 1022. inhibition, % at 21.7 µM. actives 1.5% (n = 220,000);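 active means compounds that cut the protein-peptide binding signal by more than 50% relative to plate controls in a single-dose test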;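 further: His-tagged Mcl-1 with rhodamine Noxa BH3 peptide and terbium anti-His antibody; 0% = Mcl-1 plus Noxa peptide wells and 100% = peptide-only wells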
HRas wt GTP: changes GTP binding to wildtype human HRas. P01112. GST-Ras wt beads, Bodipy-FL-GTP binding, flow cytometry; actives lie on both sides. GTP binding activity, % at 10 µM. actives 0.14% (n = 190,000). AID 759;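 active means GTP binding activity at least 20% away from the 100% baseline, either lowered as inhibitor or raised as activator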;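 further: 0% = unlabeled GTP competition control and 100% = no-compound control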
Target sequence (P01112 whole entry, looked up): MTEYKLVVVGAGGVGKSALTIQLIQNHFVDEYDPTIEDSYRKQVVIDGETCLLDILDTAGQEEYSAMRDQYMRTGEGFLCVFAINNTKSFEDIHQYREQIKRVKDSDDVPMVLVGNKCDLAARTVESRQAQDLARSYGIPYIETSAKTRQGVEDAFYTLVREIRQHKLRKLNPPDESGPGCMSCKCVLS
Pf gametocyte: inhibitors of late stage P. falciparum gametocyte viability | P. falciparum stage V gametocytes, ATP luminescence, 24 h | inhibition, % at 10.9 µM | actives 0.065% (n = 150,000);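 active means inhibition above the mean plus 3 SD of compounds within the control limits, set per campaign, cut at about 38% in these data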;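 further: 0% = DMSO wells and 100% = medium only without gametocytes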
Rac1 mut GTP: human Rac1 activated mutant GTP binding change. P63000. GST-Rac1 activated beads, fluorescent GTP binding, flow cytometry; actives lie on both sides; 100% means binding = to untreated wells. percent activity (GTP binding), % at 10 µM. actives 0.11% (n = 190,000);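 active means GTP binding at least 20 percentage points away from the 100% baseline, in either direction, so actives lie on both sides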
Rab2 wt GTP: changes GTP binding to wildtype dog Rab2A, up or down; P61105; GST-Rab2 wt beads, Bodipy-GTP binding, flow cytometry; GTP binding activity, % at 10 µM; actives 0.19% (n = 190,000); AID 760;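 active means GTP binding activity at least 20 points away from 100%, either lowered or raised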;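 further: 0% = beads with excess unlabeled GTP and 100% = no-compound control corrected for plate trend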
Starred values were filed as active, the others as inactive; . = not tested or not shown.

SMILES	Mcl1-Bid inh	RGS8-Gao	Rab7 wt GTP bind	Bim-Mcl-1	Cdc42 wt GTP	Rac1 wt GTP bind	Mcl1 Noxa PPI	HRas wt GTP	Pf gametocyte	Rac1 mut GTP	Rab2 wt GTP
COc1ccccc1NC(=O)CCC(=O)OCc1ccc(Br)cc1	-7	99	108	2	99	103	11	101	.	95	100
O=C(Nc1nnc(Cc2ccccc2)s1)c1cccs1	-17	101	93	-2	98	96	-88	98	.	95	100
Cc1cccc2cc(CN(Cc3ccc(F)cc3)Cc3nnnn3C3CCCC3)c(=O)[nH]c12	-10	103	98	0	104	103	2	103	28	101	102
O=C(/C=C/c1cccc([N+](=O)[O-])c1)NCCSCc1c(Cl)cccc1Cl	-12	92	99	-3	97	99	7	101	-2	98	95
CC(C)C1=NN(C(=O)c2cccnc2)C(O)(C(F)(F)F)C1 (stereo not given)	-11	108	101	-1	105	105	6	102	.	101	103
Cc1cccc(C)c1NC(=S)NC(=O)c1ccc(Br)o1	-18	99	96	-1	96	96	15	95	18	96	91
CC(C)c1ccc(/C=N/NC(=O)CC(=O)NCc2ccccc2)cc1	-5	99	109	0	96	99	8	100	2	93	100
Cc1[nH]c2ccccc2c1Cc1nnc(SCC(N)=O)o1	-37	83	98	2	98	97	-2	97	.	96	98
O=C(CNS(=O)(=O)c1ccccc1)N/N=C/c1ccc(O)cc1	-26	88	95	-4	89	86	11	92	18	91	91
COc1ccc(Cl)cc1C(=O)Nc1ccc(CN2CCCCC2)cc1	-32	103	96	-4	97	97	11	98	.	94	99
O=C(OCC(=O)N1CCOCC1)c1ccccc1Cc1ccccc1	10	102	101	-1	104	101	-13	100	17	99	102
CN(CC(=O)O/N=C(\N)c1ccccn1)S(=O)(=O)c1ccccc1	3	96	100	0	102	104	21	101	.	99	100
CC(C)=CCN1CCN(Cc2cnc(C)s2)CC1CCO (stereo not given)	-19	100	102	5	90	95	-1	94	-21	94	96
O=c1c2c(nc3c(-c4ccccc4)c[nH]n13)CCCC2	-13	98	93	0	94	86	.	92	.	90	93
CCOC(=O)C1=C(C)Nc2nc(SCC)nn2C1c1ccc(OC)cc1 (stereo not given)	8	106	101	-2	103	109	3	103	13	100	102
N#C/C(=C/c1ccccc1)c1nn(CCO)c(N)c1C#N	-1	105	98	0	97	98	38	96	.	96	96
CCOC(=O)c1c(NC(=O)C(C)N2CCN(C(=O)c3ccco3)CC2)sc2c1CCCC2 (stereo not given)	-9	101	101	0	99	104	-3	100	-10	100	101
CCOC(=O)CSc1ncnc2c1cnn2-c1ccc(C)cc1	-8	99	99	0	94	97	12	97	.	96	96
COc1ccc2c(c1[N+](=O)[O-])CCC/C2=N/OC(=O)c1cccc2ccccc12	-18	101	104	2	105	103	1	104	3	100	102
COc1ccc(-c2noc(CCCOc3ccccc3)n2)cc1OC	2	98	100	-6	94	97	25	92	8	94	95
COc1ccc(/C=N/NC(=S)Nc2ccccc2)cc1COc1ccc(F)cc1F	-24	94	102	-6	103	104	13	99	-14	99	96
C[C@@H]1NC(=O)[C@H](CCCN=C(N)N)NC(=O)c2cc([N+](=O)[O-])cc(I)c2NCCC[C@@H](C(N)=O)NC1=O	7	110	103	-1	104	103	18	101	-12	99	104
CCN1C(=C(C#N)C#N)C=Cc2cc(C)ccc21	0	97	96	-1	94	98	16	97	-11	92	96
CC1(C)C=Cc2c(c3ccccc3[nH]c2=O)O1	-33	99	101	0	102	102	11	101	.	98	101
O=C(COc1ccccc1)NCCSCc1ccc(Cl)cc1	-31	101	99	0	97	101	11	97	12	99	101
COc1ccc(CN(CCCN2CCOCC2)S(=O)(=O)N(C)C)cc1OC	-25	109	102	0	100	101	22	98	-26	97	99
CC(C)(C)NC(=O)C1Cc2ccccc2CN1C(=O)Nc1cccc(Cl)c1 (stereo not given)	-4	102	95	0	100	100	-6	99	.	97	99
COC(=O)CCCCC1SCC(NC(=O)c2ccccc2)C1OC(C)=O (stereo not given)	-25	100	97	0	98	100	-27	96	28	96	95
COC(=O)CN(c1ccc(OC)cc1OC)S(=O)(=O)c1ccccc1[N+](=O)[O-]	-1	103	102	-1	93	99	-7	98	24	94	97
CN1C(=O)/C(=C/c2ccccc2OCc2ccc(C(=O)O)cc2)NC1=S	-17	101	91	2	93	93	15	91	.	93	95

Part of the list above in order of heavy-atom count, largest number first.
SMILES	Mcl1-Bid inh	RGS8-Gao	Rab7 wt GTP bind	Bim-Mcl-1	Cdc42 wt GTP	Rac1 wt GTP bind	Mcl1 Noxa PPI	HRas wt GTP	Pf gametocyte	Rac1 mut GTP	Rab2 wt GTP
C[C@@H]1NC(=O)[C@H](CCCN=C(N)N)NC(=O)c2cc([N+](=O)[O-])cc(I)c2NCCC[C@@H](C(N)=O)NC1=O	7	110	103	-1	104	103	18	101	-12	99	104
CCOC(=O)c1c(NC(=O)C(C)N2CCN(C(=O)c3ccco3)CC2)sc2c1CCCC2 (stereo not given)	-9	101	101	0	99	104	-3	100	-10	100	101
COc1ccc(/C=N/NC(=S)Nc2ccccc2)cc1COc1ccc(F)cc1F	-24	94	102	-6	103	104	13	99	-14	99	96
COc1ccc2c(c1[N+](=O)[O-])CCC/C2=N/OC(=O)c1cccc2ccccc12	-18	101	104	2	105	103	1	104	3	100	102
COc1ccc(CN(CCCN2CCOCC2)S(=O)(=O)N(C)C)cc1OC	-25	109	102	0	100	101	22	98	-26	97	99
COC(=O)CCCCC1SCC(NC(=O)c2ccccc2)C1OC(C)=O (stereo not given)	-25	100	97	0	98	100	-27	96	28	96	95
COc1ccc(-c2noc(CCCOc3ccccc3)n2)cc1OC	2	98	100	-6	94	97	25	92	8	94	95
CCOC(=O)CSc1ncnc2c1cnn2-c1ccc(C)cc1	-8	99	99	0	94	97	12	97	.	96	96
O=C(COc1ccccc1)NCCSCc1ccc(Cl)cc1	-31	101	99	0	97	101	11	97	12	99	101
N#C/C(=C/c1ccccc1)c1nn(CCO)c(N)c1C#N	-1	105	98	0	97	98	38	96	.	96	96
CCN1C(=C(C#N)C#N)C=Cc2cc(C)ccc21	0	97	96	-1	94	98	16	97	-11	92	96
CC1(C)C=Cc2c(c3ccccc3[nH]c2=O)O1	-33	99	101	0	102	102	11	101	.	98	101

Going on with the list:
SMILES	Mcl1-Bid inh	RGS8-Gao	Rab7 wt GTP bind	Bim-Mcl-1	Cdc42 wt GTP	Rac1 wt GTP bind	Mcl1 Noxa PPI	HRas wt GTP	Pf gametocyte	Rac1 mut GTP	Rab2 wt GTP
Cc1ccc(CN2CCN(Cc3cn[nH]c3C3CCCCC3)CC2CCO)cc1 (stereo not given)	-31	97	98	-4	97	98	8	97	-15	94	95
C[C@]12CC[C@@H]3c4ccc(O)cc4CC[C@H]3[C@@H]1CC[C@@H]2O	42	100	96	1	98	99	14	97	.	98	96
CC1CCN(c2ccc(/C=N/n3nnnc3N)cc2[N+](=O)[O-])CC1	1	66	94	-1	100	101	9	100	.	101	102
CC1(C)CC(CCC(=O)Nc2ccccc2Cl)C(=O)O1 (stereo not given)	-9	99	106	-1	103	103	5	105	.	103	105
COC(=O)N/N=C/c1cc(Cl)cc(Cl)c1OCc1ccccc1F	-14	99	100	6	97	100	1	99	.	100	99
COc1ccc(CCN=C(N)NS(=O)(=O)c2ccc3ccccc3c2)cc1	3	98	100	-3	101	104	5	103	28	101	101
CCN(CC)C(=O)N1CCN(Cc2ccc3c(c2)OCO3)CC1	-37	97	108	-1	92	99	1	100	-35	96	96
O=C(c1cc(Sc2cccc(Cl)c2)nc2ccccc12)N1CCN(c2ccccn2)CC1	3	105	104	-2	94	95	3	97	3	93	94
COc1ccc(-c2nn(CCC(=O)O)cc2CCC(=O)O)cc1	-9	99	92	8	96	91	.	96	.	94	95
O=C(NCCc1ccccc1)C1CC(c2ccccc2O)=NO1 (stereo not given)	0	105	101	-1	101	99	22	101	.	97	99
Cc1cccc(-c2cc3nc(C)cc(N4CC(C)CC(C)C4)n3n2)c1 (stereo not given)	4	97	98	-2	101	103	18	98	.	99	98
CCCn1c(SCC(=O)NC(=O)NC(C)(C)C)n[nH]c1=O	-4	101	95	-2	99	101	8	96	.	100	97
Cc1ccc(N2C(=O)/C(=C\c3ccco3)SC2=S)cc1	-1	98	97	1	107	102	18	105	.	100	103
CC(=O)Nc1ccc(S(=O)(=O)N2CCc3ccccc3C2)cc1	5	101	98	-2	100	98	17	100	-9	96	98
O=C(NCCN1CCCC1)C1COc2ccccc2O1 (stereo not given)	2	100	103	0	104	107	18	102	-11	99	103
O=C(COC(=O)CCCN1C(=O)c2cccc3cccc(c23)C1=O)Nc1ccc(Cl)cc1	2	103	95	-6	97	100	-4	95	-8	94	95
COc1ccccc1-c1cn(S(=O)(=O)c2ccc(F)cc2)nc1N	-20	100	102	-1	98	99	-18	100	-12	96	100
C=CCNc1sc(C(=O)C(C)(C)C)c(N)c1C#N	-66	104	98	0	97	98	-7	98	.	98	96
CCOCCCNS(=O)(=O)c1ccc2c(c1)CCN2C(=O)CC	6	98	98	0	103	99	19	100	14	98	99
COc1ccc(-n2c(C)cc(C(=O)CSc3nnc(-c4cccs4)o3)c2C)cc1	-32	101	95	-3	87	85	-13	89	-5	85	84

3 compounds picked at random from the list so far:
SMILES	Mcl1-Bid inh	RGS8-Gao	Rab7 wt GTP bind	Bim-Mcl-1	Cdc42 wt GTP	Rac1 wt GTP bind	Mcl1 Noxa PPI	HRas wt GTP	Pf gametocyte	Rac1 mut GTP	Rab2 wt GTP
Cc1cccc(-c2cc3nc(C)cc(N4CC(C)CC(C)C4)n3n2)c1 (stereo not given)	4	97	98	-2	101	103	18	98	.	99	98
CC(=O)Nc1ccc(S(=O)(=O)N2CCc3ccccc3C2)cc1	5	101	98	-2	100	98	17	100	-9	96	98
COc1ccccc1-c1cn(S(=O)(=O)c2ccc(F)cc2)nc1N	-20	100	102	-1	98	99	-18	100	-12	96	100

Continued:
SMILES	Mcl1-Bid inh	RGS8-Gao	Rab7 wt GTP bind	Bim-Mcl-1	Cdc42 wt GTP	Rac1 wt GTP bind	Mcl1 Noxa PPI	HRas wt GTP	Pf gametocyte	Rac1 mut GTP	Rab2 wt GTP
CCOC(=O)C1(Cc2cccc(F)c2)CCN(C(=O)C2CCCO2)CC1 (stereo not given)	-2	101	105	-5	94	95	7	94	21	94	97
CCO[C@H]1OC(C(=O)N2CCN(Cc3ccc4c(c3)OCO4)CC2)=C[C@@H](c2ccc(C(F)(F)F)cc2)[C@@H]1CCCO	8	94	104	-4	93	98	-2	97	.	94	98
CCc1nc2sc3c(=O)n(N)cnc3c2c2c1COC(C)(C)C2	-3	92	95	3	98	103	-1	98	.	98	97
O/N=C(\c1ccc(Cl)cc1)c1cc2ccccc2o1	28	109	101	-1	105	101	17	103	.	100	106
COC(=O)c1ccc(CNC(=O)c2c3c(nc4ccccc24)CCN(Cc2ccccc2)C3)cc1	94*	94	101	-4	103	104	26	101	-1	100	101

Outcome played no part in choosing rows. About 2.9% of those tested had a hit in this group.
